EBV LMP1 NFkB: EBV LMP1-driven NF-kappaB luciferase reporter inhibitors, primary screen, cell-based, luminescence, single point | LMP1-induced NF-kappaB luciferase reporter cells | inhibition, % at 12.5 µM | hit rate 0.69% among 350,000 | AID 504558, 2011; in the data active means inhibition above about 41%;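 further: 0% = neutral control wells and 100% = reference inhibitor control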
HIF-2a block: HIF-2a reporter inhibitors, primary screen, luminescence, 786-0 RCC cells; 786-0 RCC cells HIF-2a reporter, luciferase luminescence, overnight; inhibition, % at 18.8 µM; hit rate 0.72% among 360,000; AID 624352, 2012;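 active means inhibition of the luminescence signal of 40% or more relative to plate controls, in a single-dose primary screen at 18.75 µM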
NR2E3 ag-1: inhibitors of NR2E3-RetCOR corepressor binding, primary screen, NR2E3 agonist project, biochemical, TR-FRET, GST-NR2E3, biotin-RetCOR; Photoreceptor-specific nuclear receptor (Homo sapiens), Q9Y5X4; 1536-well; inhibition of corepressor binding, % at 4.78 µM; hit rate 0.12% among 320,000; AID 2300, 2010;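 active means percent inhibition above the cutoff of mean plus 3 SD of all tested compounds, set per screening campaign, cut at about 20% in these data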;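 further: 0% = DMSO wells and 100% = biotin wells as full block of FRET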
Target sequence (Q9Y5X4 whole entry, looked up): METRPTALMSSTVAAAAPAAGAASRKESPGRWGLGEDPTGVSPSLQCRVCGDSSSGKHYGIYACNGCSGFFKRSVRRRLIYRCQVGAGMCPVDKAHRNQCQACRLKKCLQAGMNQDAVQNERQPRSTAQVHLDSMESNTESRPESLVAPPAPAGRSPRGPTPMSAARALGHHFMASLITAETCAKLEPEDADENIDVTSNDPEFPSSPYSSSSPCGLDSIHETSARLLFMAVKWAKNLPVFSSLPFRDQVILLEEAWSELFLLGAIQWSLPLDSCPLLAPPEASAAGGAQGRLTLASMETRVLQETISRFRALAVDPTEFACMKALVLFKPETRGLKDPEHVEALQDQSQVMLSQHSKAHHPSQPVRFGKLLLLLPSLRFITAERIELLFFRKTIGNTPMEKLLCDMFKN
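System: GST-NR2E3 and biotin-RetCOR proteins; probe or stimulus: 7 nM biotin-RetCOR; doses: compound at 4.8 µM, single dose; schedule: Compound–protein incubation for 5 h at 4 °C; detection: time-resolved FRET; read-out: percent inhibition; controls: biotin wells as high control, 0.6% DMSO wells as low control; format: 1536-well plates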
NR2E3 ag-2: NR2E3 agonists in two-hybrid cells, primary screen, cell-based, luminescence, CHO-S, Gal4-NCOR/VP16-NR2E3; luciferase; inhibition of corepressor binding, % at 3.98 µM; hit rate 0.35% among 360,000; AID 602229, 2012;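 active means inhibition above the mean of all tested compounds plus 3 SD, cut at about 70% in these data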;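 further: 0% = DMSO with NR2E3 transfected cells and 100% = cells lacking NR2E3 construct; higher means lower luciferase signal from less NR2E3 corepressor binding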
iPSC survival up: enhancers of single-cell hiPSC survival, primary screen, ATPlite luminescence. survival enhancement, % at 20 µM. 100% = ROCK inhibitor wells, 0% = DMSO. hit rate 0.044% among 360,000; in the data active means survival enhancement above about 18%;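 further: cells exposed to compounds for 16 hours before the ATP read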
CF NFkB block: inhibitors of PAF-induced NF-kB signaling, primary screen, cell-based, GFP fluorescence, uHTS. KKLEB NF-kB-GFP reporter, GFP fluorescence overnight. inhibition, % at 5 µM. hit rate 0.86% among 360,000. AID 588850, 2011;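 active means at least 50% inhibition at 5 µM, scaled per plate between neutral and stimulator controls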;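 further: PAF is a Pseudomonas aeruginosa culture filtrate used as stimulus; plate controls were PAF-stimulated DMSO wells for no effect and unstimulated DMSO wells for full effect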
KKLEB tox: cytotoxicity in KKLEB CF airway cells, primary screen, cytotoxicity control for CF NF-kB inhibitor project, cell-based, uHTS, fluorescence assay plates. KKLEB CF airway cells viability, ATPlite luminescence, overnight; active compounds read low; cells stimulated with P. aeruginosa culture filtrate. activity change (cytotoxicity), % at 5 µM. hit rate 0.36% among 360,000;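 active means corrected activity change at or below -50% at 5 µM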
TRAIL sens C8: viability loss with TRAIL in NB7+C8 cells, primary screen, TRAIL sensitizer project, cell-based, ATPlite luminescence. inhibition (viability loss, TRAIL sensitization), % at 10 µM. hit rate 1% among 360,000. AID 624354, 2012;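 active means compounds causing at least 50% loss of cell viability in the single-dose screen, relative to plate controls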
Shn3 3UTR inh: reduction of Shn3 3'UTR firefly luciferase signal, primary screen, Schnurri-3 inhibitor project, cell-based, Clone20 osteoblasts, set 2 | Clone20 osteoblast Shn3 3'UTR firefly luciferase, 24 h | inhibition, % at 12.5 µM | hit rate 0.52% among 360,000;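 active means mean inhibition of at least 75% with every replicate also reaching 75%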;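 further: 0% = median of neutral control wells and 100% = pilot-screen positive control compound; some compounds past the cut are filed as inactive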
Peg3 prom inh: Peg3 promoter-driven luciferase inhibitors, primary screen, cell-based, HeLa, luciferase luminescence; HeLa PEG-Prom luciferase reporter, overnight; inhibition, % at 20 µM; hit rate 1.7% among 360,000; AID 588405, 2011;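 active means inhibition of at least 50% at 20 µM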
TRPM1 prom inh: inhibitors of MITF-dependent TRPM1 promoter reporter, primary screen, cell-based, SK-MEL-5, single point, luciferase; hit rate 0.83% among 330,000; inhibition, % at 12.5 µM; SK-MEL-5 TRPM1 promoter luciferase, 24 h;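 active means mean inhibition across replicates of 60% or more, whatever share of single replicates reaches that level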; further: values of inactives mirror those of a sister screen read the other way
Starred values were filed as active, the others as inactive; . = no result given; & = joins results of further samples. The list is partial; rates above refer to the full screens.

SMILES	EBV LMP1 NFkB	HIF-2a block	NR2E3 ag-1	NR2E3 ag-2	iPSC survival up	CF NFkB block	KKLEB tox	TRAIL sens C8	Shn3 3UTR inh	Peg3 prom inh	TRPM1 prom inh
COc1ccc2[nH]c3c4c(ccc3c2c1)C(=O)C=CC4=O	-25.6	80.2*	.	-30.4	6.3	64.3*	-19.0	41.3	95.6*	116.8*	79.4*
COc1ccc2cc(C#N)c(SCC(=O)Nc3nonc3C)nc2c1	-14.1	-54.3	1.4	-17.8	0.2	-17.6	5.2	-13.7	-66.5	-35.4	-25.6
O=C(NC1CCCC1)C(=O)N(Cc1cccnc1)C(C(=O)NCc1ccco1)c1ccccc1F (configuration not stated)	-0.9	4.8	-0.2	-17.9	-0.9	13.9	0.2	-4.8	-21.7	20.2	6.7
CCCN1/C(=C2/SC(=S)N(CC)C2=O)C=Cc2ccccc21	10.7	-18.3	1.0	-13.7	-2.5	-2.7	-1.5	-10.8	-26.0	-5.2	-3.8
COc1ccc(-c2csc3ncn(-c4ccccc4)c(=O)c23)cc1OC	3.4	25.2	4.8	5.4	-0.2	6.4	-4.4	3.6	21.2	15.3	6.0
COC(=O)CC1SC(=O)NC1=Nc1ccc(C)cc1 (configuration not stated)	-2.9	4.5	-1.3	-2.6	0.7	4.2	11.0	-2.1	-10.6	1.6	1.9
Cc1cccc(C(=O)N2CCC(C)(C(=O)NS(=O)(=O)C3CC3)C2)c1C (configuration not stated)	.	14.7	.	-23.9	1.0	-18.5	17.1	2.7	-38.0	-6.7	.
CCOC(=O)Nc1nc(-c2ccccc2)c(C(=O)c2ccc(Cl)cc2)s1	8.7	20.4	4.9	37.0	-5.4	46.0	-18.7	11.5	18.1	9.8	26.6
CSc1oc(-c2ccco2)nc1S(=O)(=O)c1ccc(C)cc1	-7.5	8.1	3.2	13.0	-0.5	9.2	4.7	3.1	-3.8	-1.4	-12.9
Cc1onc(-c2ccccc2)c1C(=O)NCc1cccs1	-6.3	14.6	1.6	7.0	-2.2	-5.9	8.8	7.3	2.0	12.2	1.7
O=C(O)CSCCC(=O)Nc1ccc(F)cc1	3.0	14.0	-0.1	-5.4	-2.5	7.3	6.0	1.3	13.4	9.4	9.7
CCCCn1c(CNC(=O)CCC)nc2ccccc21	1.5	-3.1	5.6	-13.9	-0.8	4.6	-2.2	-2.6	-5.0	8.7	13.5
CC1CCN(C(=O)COC(=O)c2ccc3c(c2)C(=O)N(Cc2ccco2)C3=O)CC1	-3.6	-3.2	.	-28.6	-0.1	7.2	-15.7	14.4	-5.1	-0.3	-3.3
COc1ccc(Cc2noc(CN(C)CCc3ccccc3)n2)cc1OC	-1.1	9.2	-1.9	-32.2	-0.3	8.9	-11.8	-1.9	5.0	5.7	9.4
CC(C)OC(=O)CSc1nnc(-c2ccc(Cl)cc2)n1N	0.3	5.7	3.7	-16.9	-1.3	-9.3	2.3	-5.4	0.7	-24.7	8.9
CCc1noc(C)c1C(=O)N(CC)CC(=O)Nc1ccccc1C(F)(F)F	-5.5	8.1	-4.5	-22.4	-0.5	-3.1	9.6	-1.9	-2.7	4.1	10.6
O=C(COc1ccc(-c2nnco2)cc1)Nc1ccc(C(F)(F)F)cc1	5.5	11.5	-3.0	0.6	-0.4	-5.1	-13.3	-8.2	12.4	7.0	10.3
COc1ccc(C(C)C)cc1S(=O)(=O)NCCCn1ccnc1	3.0	8.2	-0.5	1.1	-0.4	-5.3	1.9	4.9	-4.2	6.2	1.7
Cc1ccc(NC(=O)C2CC(O)CN2C(=O)OCc2ccccc2)c(C)c1 (configuration not stated)	5.3	0.8	1.0	-9.4	0.1	-2.1	-0.5	5.4	5.9	2.5	5.1
Cc1ccc(-c2nnc(N3CCCCC3)c3ccccc23)cc1	10.3	-38.4	1.9	-13.1	-0.1	8.9	12.3	3.5	15.2	-6.5	-4.2
O=C(Nc1ccc([N+](=O)[O-])cc1Cl)c1cccc([N+](=O)[O-])c1	-5.6	-77.9	.	-39.2	-2.1	2.5	-4.9	6.6	-24.8	-83.5	.
CC(=O)Nc1cccc(OC(=O)c2ccoc2C)c1	-1.5	-8.2	-2.2	-13.3	-0.3	1.0	-16.2	-8.7	-17.0	1.6	1.2
Cc1ccc(S(=O)(=O)Nc2c(C)nn(C)c2C)cc1	-6.6	-3.1	-3.4	19.4	2.3	12.8	-2.5	-10.8	-5.0	8.0	5.2
CC1=Nc2ccccc2NC(=O)C1Sc1nnc(C)s1 (configuration not stated)	5.6	-8.8	-2.0	-6.1	-0.7	8.5	5.4	-13.6	9.7	-28.9	6.5
Cc1ccc(NC(=O)c2ccc(NCc3ccco3)c([N+](=O)[O-])c2)cc1Cl	-13.9	1.0	0.5	0.5	-0.5	18.8	-29.1	6.8	29.4	8.0	-16.0
CCCN(CC(=O)Nc1cc(C)on1)S(=O)(=O)c1cccc(C(F)(F)F)c1	-0.3	8.2	-3.6	-4.4	0.4	8.1	2.2	-2.1	5.8	-14.1	10.0
Cc1ccsc1C(=O)NNC(=O)COc1ccccc1Cl	3.7	-84.9	-3.0	-25.4	1.5	3.9	4.5	-1.4	-38.0	-69.8	-36.4
C=CCc1ccc(OCCCCN2CC(C)OC(C)C2)c(OC)c1 (configuration not stated)	-4.2	6.7	1.4	-1.7	-2.6	3.7	-8.5	5.4	-9.5	5.0	4.7
C=CCC(C=C)S(=O)(=O)c1ccc(C)cc1 (configuration not stated)	11.4	17.1	1.5	30.4	-0.7	-0.4	-3.5	-3.9	-0.3	0.4	-3.0
CCc1ccc(C2=NN(CCC(=O)NCC3CCCO3)C(=O)CC2)cc1 (configuration not stated)	-3.8	7.6	-3.6	-12.7	0.5	-31.1	21.1	13.0	-11.9	3.7	4.6
COc1ccc(CCNC(=O)c2cccc([N+](=O)[O-])c2)cc1OC	14.1	29.4	0.2	19.6	-0.5	62.1*	6.3	-19.0	14.4	6.6	-7.4
COc1ccc(NC(=O)COC(=O)CN2C(=O)C3CC=CCC3C2=O)c([N+](=O)[O-])c1 (configuration not stated)	-6.4	-12.3	.	-4.6	0.0	-9.2	7.4	0.0	-22.8	-2.2	10.7
C=CCN=Cc1c(C)[nH]n(-c2ccccc2)c1=O	2.0	-153.5	1.4	-66.9	0.8	-6.5	-11.7	-1.6	-43.3	-125.5	-29.0
O=C(Nc1cc([N+](=O)[O-])ccc1C(=O)Nc1cccnc1)c1ccccc1	-7.7	7.7	0.0	-2.5	-0.4	-36.8	6.1	-10.4	-0.5	13.1	19.1
COc1cc(NC(=O)c2ccc3c(c2)OCO3)c2ncccc2c1	-13.5	-66.5	1.0	-47.4	-4.8	-58.2	-6.1	32.5	-30.0	-95.6	-20.1
Cc1cc(=O)[nH]c(N/N=C/C2=C(N3CCOCC3)C(=C\c3ccc(Cl)cc3)/CC2)n1	7.7	8.4	-1.1	-16.7	1.2	9.2	5.3	3.4	-13.4	9.9	6.6
O=C(CCC1CCN(C(=O)c2ccco2)CC1)NCc1ccc(F)cc1	0.2	14.3	3.6	-2.0	0.1	-31.0	12.0	-0.8	12.4	8.0	-1.9
O=C(OC(c1ccccc1)c1nccc2ccccc12)c1cccc([N+](=O)[O-])c1 (configuration not stated)	-14.2	-147.5	-0.5	-42.9	-2.6	-22.7	3.7	-3.5	-28.6	-115.3	-23.1
O=C(NNC(=O)c1ccc2ccccc2c1O)c1ccccc1Cl	0.0	-102.4	-3.9	-3.5	-0.1	-1.4	-2.7	1.8	-21.0	-45.5	-5.1
CCCn1c(NCc2ccc(N(C)C)cc2)nc2ccccc21	-1.1	-69.7	-0.9	-13.9	-0.3	2.0	-3.6	-4.2	-8.5	-58.6	-5.6
Nc1cc(N)nc(SCC(=O)N2CCN(C(=O)c3ccco3)CC2)n1	-7.2	16.8	4.8	11.4	5.7	9.6	-5.5	8.2	3.9	14.6	-5.2
CC[C@H](C)C(=O)O[C@H]1C[C@@H](C)C=C2C=C[C@H](C)[C@H](CC[C@@H]3C[C@@H](O)CC(=O)O3)[C@H]21	2.4&-14.7	-13.2&25.1	2.3&-0.2	23.5&52.3	3.4&0.0	2.0&14.4	-10.3&-15.3	9.6&1.7	40.4&83.7	-11.3&23.7	0.5&-28.0
CC[C@H](C)[C@@H](C(=O)N1CCNCC1)n1cc([C@@H](N)Cc2ccc(O)cc2)nn1	-0.2	5.8	3.1	5.7	10.2	-1.2	1.3	-6.3	-6.9	-4.3	3.8
COCCNC(=S)N(Cc1cccs1)Cc1cc2cccc(C)c2[nH]c1=O	8.4	18.0	-0.2	-8.4	5.1	-9.7	-3.9	-12.4	16.3	3.9	23.1
Cc1cc(C)c(OCC(=O)Nc2cccc(O)c2)cc1C	10.6	-224.0	3.2	-14.7	-4.6	6.1	-14.1	12.0	-90.1	-290.5	-84.5

Exported comma-delimited: three of the compounds above
SMILES,EBV LMP1 NFkB,HIF-2a block,NR2E3 ag-1,NR2E3 ag-2,iPSC survival up,CF NFkB block,KKLEB tox,TRAIL sens C8,Shn3 3UTR inh,Peg3 prom inh,TRPM1 prom inh
O=C(Nc1cc([N+](=O)[O-])ccc1C(=O)Nc1cccnc1)c1ccccc1,-7.7,7.7,0.0,-2.5,-0.4,-36.8,6.1,-10.4,-0.5,13.1,19.1
Cc1cccc(C(=O)N2CCC(C)(C(=O)NS(=O)(=O)C3CC3)C2)c1C (configuration not stated),.,14.7,.,-23.9,1.0,-18.5,17.1,2.7,-38.0,-6.7,.
CC1CCN(C(=O)COC(=O)c2ccc3c(c2)C(=O)N(Cc2ccco2)C3=O)CC1,-3.6,-3.2,.,-28.6,-0.1,7.2,-15.7,14.4,-5.1,-0.3,-3.3

Next section:
SMILES	EBV LMP1 NFkB	HIF-2a block	NR2E3 ag-1	NR2E3 ag-2	iPSC survival up	CF NFkB block	KKLEB tox	TRAIL sens C8	Shn3 3UTR inh	Peg3 prom inh	TRPM1 prom inh
N#CN1C2CCC1CC(O)(c1ccccc1)C2 (configuration not stated)	.	-11.8	.	-0.5	1.4	14.6	2.0	8.6	-15.3	3.6	.
CC(C)N(Cc1ccccc1)C(=O)c1ccc2nsnc2c1	3.3	12.4	-4.9	-0.6	-0.6	6.5	-2.3	0.5	11.8	10.2	1.8
Cc1ccc(CCNC(=O)c2cccc(N3CCCC3=O)c2)cc1	-18.2	-91.9	-3.7	-17.0	0.1	12.8	-13.6	9.4	-43.6	-84.6	-18.3
CNc1nc(SC)nc(N(C)C#N)n1	6.2	-1.2	-0.2	-8.6	2.3	7.0	0.6	5.5	6.6	-1.3	0.9
